TEAD-YAP block: TEAD-YAP interaction inhibition, primary screen, TEAD-YAP interaction inhibitor project, luminescence, HEK-TIYL cells. 640,000 compounds, 1.4% hits. inhibition, % at 9.12 µM. TEAD-Gal4/YAP UAS-luciferase luminescence; in the data active = inhibition above about 32%;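 also: 0% = median of test compound wells and 100% = reference inhibitor wells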
GPR151 ag: activators of human GPR151, primary screen, cell-based, PathHunter beta-arrestin, luminescence; G-protein coupled receptor 151 (Homo sapiens), Q8TDV0; PathHunter beta-arrestin GPR151 cells; activation, % at 11.2 µM; 650,000 compounds, 1% hits; AID 1508602, 2020; in the data active = activation above about 4.9%;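 also: 0% = median of compound wells and 100% = cells with positive control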
Target sequence (Q8TDV0 whole entry, looked up): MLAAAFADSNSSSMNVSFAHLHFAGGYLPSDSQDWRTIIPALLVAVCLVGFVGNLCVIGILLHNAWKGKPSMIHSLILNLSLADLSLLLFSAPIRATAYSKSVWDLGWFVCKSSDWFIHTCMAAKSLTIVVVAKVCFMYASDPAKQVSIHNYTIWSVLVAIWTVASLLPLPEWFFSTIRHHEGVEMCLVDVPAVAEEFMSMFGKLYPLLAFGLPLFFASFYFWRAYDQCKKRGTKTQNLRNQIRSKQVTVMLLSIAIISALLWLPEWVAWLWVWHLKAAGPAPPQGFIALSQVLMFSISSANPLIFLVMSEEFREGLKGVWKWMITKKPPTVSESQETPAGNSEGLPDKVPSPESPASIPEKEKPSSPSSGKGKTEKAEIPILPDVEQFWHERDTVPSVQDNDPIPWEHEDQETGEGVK
MITF inh: MITF inhibitors, primary screen, biochemical, AlphaScreen, human; Microphthalmia-associated transcription factor (Homo sapiens), O75030; AlphaScreen MITF homodimerization, bead proximity signal; 650,000 compounds, 0.91% hits; inhibition, % at 2.6 µM; in the data active = inhibition above about 50%;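 also: 0% = vehicle wells with protein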
Target sequence (O75030 whole entry, looked up): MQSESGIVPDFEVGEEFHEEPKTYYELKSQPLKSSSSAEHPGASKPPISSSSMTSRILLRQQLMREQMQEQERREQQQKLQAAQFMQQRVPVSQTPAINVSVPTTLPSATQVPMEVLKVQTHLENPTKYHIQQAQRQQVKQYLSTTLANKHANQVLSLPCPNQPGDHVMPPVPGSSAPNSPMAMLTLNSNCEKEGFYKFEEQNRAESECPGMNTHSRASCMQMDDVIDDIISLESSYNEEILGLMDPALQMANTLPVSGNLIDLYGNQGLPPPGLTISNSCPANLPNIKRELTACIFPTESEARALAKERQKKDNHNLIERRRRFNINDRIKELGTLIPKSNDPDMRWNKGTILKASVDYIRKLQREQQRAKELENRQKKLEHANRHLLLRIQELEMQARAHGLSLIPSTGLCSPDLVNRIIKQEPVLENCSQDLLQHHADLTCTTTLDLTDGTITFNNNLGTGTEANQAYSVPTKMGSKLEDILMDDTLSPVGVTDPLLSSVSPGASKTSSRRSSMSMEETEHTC
FBW7 act: FBW7 E3 ligase activators, primary screen, biochemical, AlphaScreen, human; F-box/WD repeat-containing protein 7 (Homo sapiens), Q969H0; AlphaScreen FBW7–phospho-cyclin E peptide binding, activator screen; normalized activity (activation), % at 26.1 µM; 650,000 compounds, 0.13% hits; in the data active = normalized activity above about 1.9%;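 also: purified mutant Fbw7 with reduced substrate affinity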
Starred values were filed as active, the others as inactive; & = joins results of further samples.

Labels used below – A = TEAD-YAP block; B = GPR151 ag; C = MITF inh; D = FBW7 act
O=S(=O)(NCCc1ccccn1)c1cccc2nsnc12
  A: 6 | B: -0.8 | C: 3 | D: -0.1
CC(C)C(=O)Nc1ccc(C(=O)NNC(=O)c2ccco2)cc1
  A: -11 | B: 1.1 | C: -7 | D: -0.2
COC(CNC(=O)CCN1N=C(c2ccccc2)CCC1=O)OC
  A: 3 | B: -0.6 | C: -24 | D: -0.1
Cc1ccc(S(=O)(=O)Nc2nonc2NS(=O)(=O)c2ccc(C)cc2)cc1
  A: 2 | B: -0.8 | C: -11 | D: 0.0
CCOC(=O)c1nc(Cl)c(Cl)c(Sc2cc(C(C)(C)C)c(O)c(C(C)(C)C)c2)c1Cl
  A: -7 | B: -1.2 | C: 3 | D: 0.1
COc1cc(C(=O)OCC(=O)N(Cc2ccccc2)C(C)(C)C)cc(OC)c1OC
  A: 5 | B: -0.5 | C: 9 | D: 0.0
CCC(CO)Nc1ccc2ncc(-c3cccc(CO)c3)n2n1 (centres undefined)
  A: 48* | B: -0.3 | C: -14 | D: -0.1
COc1ccc([N+](=O)[O-])cc1NC(=O)c1ccnn1C
  A: -4 | B: 0.2 | C: 5 | D: 0.0
O=C(CSc1n[nH]c(-c2cccnc2)n1)Nc1ccc([N+](=O)[O-])cc1
  A: 2 | B: -0.1 | C: -4 | D: -0.2
O=C(NCCO)c1cccc(-c2cnc3c(Nc4ccc(F)c(Cl)c4)nccn23)c1
  A: 74* | B: -3.9 | C: 10 | D: -0.3
COc1cccc(NC(=O)CN(C)CC(=O)Nc2ccccc2-c2ccccc2)c1
  A: -8 | B: 5.7* | C: 46 | D: 0.2
N#CCCN=Nc1c(O)n(CO)c2ccccc12
  A: -2 | B: 1.6 | C: -7 | D: -0.1
Cc1ccc(C(=O)COC(=O)/C=C/c2ccco2)cc1
  A: 4 | B: 0.6 | C: 6 | D: 0.1
Cn1c(=O)n(C)c2cc(S(=O)(=O)Nc3cccc(C(F)(F)F)c3)ccc21
  A: 1 | B: 5.1* | C: -12 | D: -0.2
COc1ccc(N2CCn3c2nc2c3c(=O)n(CCC(C)C)c(=O)n2C)c(OC)c1
  A: 3 | B: 1.1 | C: -2 | D: -0.3
CCCCC(=O)c1ccc2c(c1)OCCOCCOCCOCCO2
  A: 6 | B: 0.0 | C: 20 | D: 0.2
Cc1ccc(C2CC(c3ccc4c(c3)OCO4)Nc3nnnn32)cc1 (centres undefined)
  A: 10 | B: 0.4 | C: 6 | D: -0.1
COc1ccc(OC)c(/C=C(\C#N)C(=O)Nc2ccc([N+](=O)[O-])cc2)c1
  A: 0 | B: 0.9 | C: -13 | D: -0.1
O=C(Nc1ccc(N2CCOCC2)cc1)c1cnc(Nc2cnccn2)s1
  A: -9 | B: 0.0 | C: 20 | D: 0.2
CC(=O)Oc1cccc(/C=c2\sc3nc(-c4ccco4)nn3c2=O)c1
  A: -11 | B: 0.8 | C: -5 | D: 0.0
O=C1C(=O)N(CCCN2CCOCC2)C(c2cccc(Br)c2)/C1=C(/O)c1ccc(F)cc1 (centres undefined)
  A: 5 | B: 2.1 | C: -6 | D: 0.0
COc1ccc(N(C)S(=O)(=O)c2cccc(C(=O)OCc3ccc(C#N)cc3)c2)cc1
  A: 18 | B: 0.7 | C: -3 | D: 0.1
O=C(Nc1nc(-c2ccc(Cl)s2)cs1)c1ccc([N+](=O)[O-])cc1[N+](=O)[O-]
  A: 5 | B: -1.2 | C: -3 | D: -0.1
COc1cc(C(=O)Nc2ccc([N+](=O)[O-])cc2)cc(I)c1OC
  A: -2 | B: 0.9 | C: 14 | D: 0.1
CCOc1ccc(-c2cc(C(=O)N/N=C/c3ccccc3O)[nH]n2)cc1
  A: 50* | B: 1.7 | C: 0 | D: 0.1
O=C(NCC1CCCO1)C(Cc1ccccc1)N1C(=O)C2C3C=CC(C4CC34)C2C1=O (centres undefined)
  A: 6 | B: 0.4 | C: 6 | D: 0.0
CCOC(=O)c1c(NC(=O)Cc2ccc(OC)cc2)sc(C(=O)Nc2ccccc2)c1C
  A: 5 | B: 0.4 | C: 8 | D: 0.2
COc1cc2cc(CN(C(C)=O)C3CCCC3)c(=O)[nH]c2cc1OC
  A: 4 | B: 1.1 | C: -2 | D: -0.1
O=C(NCc1ccccc1)c1csc(Oc2ccccc2)n1
  A: 5 | B: -1.8 | C: -5 | D: -0.1
CSc1ccc(NC(=O)N2CC(C)OC(C)C2)cc1 (centres undefined)
  A: 2 | B: 0.6 | C: 7 | D: 0.0
O=C(c1cccc(F)c1F)N1CCc2c([nH]c3ccccc23)C1c1ccc2c(c1)OCO2 (centres undefined)
  A: 11 | B: 2.2 | C: 8 | D: -0.2
CCOC(=O)N1CCC(N2C(=O)c3ccc(C(=O)Nc4cccc(CC)c4)cc3C2=O)CC1
  A: 3 | B: -1.0 | C: -13 | D: -0.2
O=C1c2ccccc2C(=O)C1c1ccc(I)cc1
  A: 8 | B: -0.4 | C: 8 | D: -0.2
CCCn1c(=NC(=O)c2ccccc2F)c(C(=O)OCC)cc2c(=O)n3ccccc3nc21
  A: 1 | B: -1.4 | C: -5 | D: 0.1
CCc1ccc(-n2c(=S)sc3c(=O)n(-c4ccccc4)c(SCC(=O)Nc4ccc(N(C)C)cc4)nc32)cc1
  A: 2 | B: -0.8 | C: -2 | D: 0.0
CSc1ccc(/C=c2/sc3nc(-c4cccnc4)nn3c2=O)cc1
  A: -6 | B: 2.5 | C: 10 | D: 0.1
COc1cc2ccccc2cc1C(=O)Nc1sc2c(c1C(N)=O)CCCC2
  A: 0 | B: 0.2 | C: -1 | D: 0.0
COc1ccc(/C=N/NC(=O)c2ccc(Br)cc2)c(OC)c1
  A: 7 | B: 1.2 | C: -2 | D: -0.1
Cc1cccc2nc(COc3ccccc3[N+](=O)[O-])cn12
  A: -42 | B: -2.5 | C: 14 | D: 0.2
Nc1nonc1-n1nnc(C(=O)N/N=C/c2ccccc2F)c1-c1ccccc1
  A: 16 | B: 1.0 | C: 16 | D: 1.0
CCCn1c(SCC(=O)Nc2ccc(C(C)(C)C)cc2)n[nH]c1=O
  A: 0 | B: 0.2 | C: 3 | D: 0.2
COc1ccc(CCNC(=O)c2cnc(SC)nc2C)cc1OC
  A: -2 | B: 0.1 | C: -9 | D: -0.1
CCCCOC(=O)C1=C(C)NC(=O)NC1c1ccc(Br)s1 (centres undefined)
  A: -5 | B: -1.1 | C: -1 | D: 0.0
COc1ccc(C(CCc2ccc(C)o2)NC(=O)Nc2ccc(OC)cc2OC)cc1 (centres undefined)
  A: 3 | B: -0.4 | C: 19 | D: 0.8
O=C(NC(=S)N1CCCCC1)c1cccnc1
  A: 6 | B: -0.5 | C: -2 | D: -0.1

4 compounds drawn at random from those above:
Labels used below – A = TEAD-YAP block; B = GPR151 ag; C = MITF inh; D = FBW7 act
COc1ccc(C(CCc2ccc(C)o2)NC(=O)Nc2ccc(OC)cc2OC)cc1 (centres undefined)
  A: 3 | B: -0.4 | C: 19 | D: 0.8
CCCn1c(=NC(=O)c2ccccc2F)c(C(=O)OCC)cc2c(=O)n3ccccc3nc21
  A: 1 | B: -1.4 | C: -5 | D: 0.1
O=C(NC(=S)N1CCCCC1)c1cccnc1
  A: 6 | B: -0.5 | C: -2 | D: -0.1
COc1cc2ccccc2cc1C(=O)Nc1sc2c(c1C(N)=O)CCCC2
  A: 0 | B: 0.2 | C: -1 | D: 0.0

Next section
Labels used below – A = TEAD-YAP block; B = GPR151 ag; C = MITF inh; D = FBW7 act
COC(=O)c1ccc(NC(=O)CSc2nc(=O)n(CCN(C)C)c3c2CCCC3)cc1
  A: 2 | B: 0.7 | C: 0 | D: -0.1
O=S(=O)(NC1c2ccccc2Oc2ccccc21)c1ccc2c(c1)OCCO2
  A: 4 | B: -1.3 | C: -3 | D: 0.0
COc1ccc(-c2csc(NC(=O)c3ccc(S(=O)(=O)N(C)c4ccccc4)cc3)n2)c(OC)c1
  A: -4 | B: -0.9 | C: -2 | D: 0.1
O=C(c1ccc(N2CCC(NC3CCCCC3)CC2)cc1)N1CCCC(O)C1 (centres undefined)
  A: 10 | B: 0.9 | C: 4 | D: -0.1
CCOC(=O)c1c(C)n(-c2ccc(N(C)C)cc2)c2ccc(OCC(N)=O)cc12
  A: 11 | B: -1.1 | C: -6 | D: -0.1
CC(C)NS(=O)(=O)c1cc2c3c(c1)CC(=O)N3CCC2
  A: -5 | B: -0.8 | C: 13 | D: 0.1
CCCCOc1ccc(C2Oc3ccccc3C3CC(c4ccccc4)=NN32)cc1 (centres undefined)
  A: -38 | B: 0.7 | C: -2 | D: 0.0
CCN(CC)c1cccc(Oc2cc(NC(=O)c3c(-c4c(Cl)cccc4Cl)noc3C)cc([N+](=O)[O-])c2)c1
  A: -4 | B: -0.3 | C: 16 | D: 0.8
COc1ccc2cc(C#N)c(SCC(=O)NCc3cccs3)nc2c1
  A: -6 | B: -0.5 | C: -12 | D: -0.3
COc1cc(C2C(C#N)=C(N)OC3=C2C(=O)CCC3)cc(OC)c1O (centres undefined)
  A: 4 | B: 0.4 | C: 10 | D: -0.2
COc1ccc(-c2nc(N)c3ncn(Cc4ccc(C(F)(F)F)cc4)c3n2)cn1
  A: -12 | B: 3.0 | C: -4 | D: -0.2
COC(=O)C1=CN(C23CC4CC(CC(C4)C2)C3)C=C(C(=O)OC)C1c1ccc(Cl)c(Cl)c1
  A: -2 | B: 0.1 | C: 15 | D: 0.5
Cc1c(CN2CCCC(c3[nH]ncc3-c3ccc(Cl)cc3)C2)cnn1C (centres undefined)
  A: -2 | B: -0.1 | C: 18 | D: -0.1
CN(Cc1nccn1C)c1nc2nonc2nc1N1CCCCCC1
  A: 1 | B: -1.7 | C: -21 | D: -0.1
Cc1cccc(Nc2ccc(N3CCN(C(=O)c4ccc(F)cc4)CC3)nn2)n1
  A: -7 | B: -1.2 | C: -3 | D: -0.4
CCn1c(C2COc3ccccc3O2)nc2ccc(-c3cn[nH]c3)cc21 (centres undefined)
  A: 2 | B: 0.3 | C: 35 | D: -0.2
CC1(C)CC(=O)c2cnc(NC(=O)CCc3ccccc3)nc2C1
  A: 1 | B: 1.2 | C: 9 | D: 0.4
CC(C)c1ccc(NC(=O)CN2CCN(c3ccc([N+](=O)[O-])cc3)CC2)cc1
  A: 13 | B: -0.9 | C: 4 | D: 0.1
CCOC(=O)c1ccc(NC(=O)c2nn(CC)cc2Br)cc1
  A: -25 | B: -1.0 | C: 9 | D: -0.1
O=C(O)C(=O)c1ccccc1C(=O)C(Cl)c1ccccc1 (centres undefined)
  A: -2 | B: 2.1 | C: 7 | D: 0.2
COc1ccc(-c2csc(Nc3cccc(C(C)=O)c3)n2)cc1C
  A: -28 | B: -0.7 | C: -26 | D: 0.0
COc1cccc(N2CCN(C(=O)c3ccc4nc(N5CCCCC5)sc4c3)CC2)c1
  A: -61 | B: 0.2 | C: -1 | D: -0.1
O=c1ccc2cccc(O)c2[nH]1
  A: 10 | B: 0.9 | C: -9 | D: 0.1
CC(NC(=O)C1CCCN(c2nnc(N3CCCC3=O)s2)C1)c1ccccc1 (centres undefined)
  A: 2 | B: -1.8 | C: 2 | D: 0.5
Cc1ccc(F)cc1N1C(=O)CSC1c1ccccc1F (centres undefined)
  A: 7 | B: 0.6 | C: 12 | D: 0.0
C/C=C(\C)CN1CCc2nnc(CNC(=O)CCc3cccnc3)n2CC1
  A: 5 | B: 15* | C: 9 | D: 0.1
O=C(NCc1ccc(F)cc1)c1ccc2c(=O)n(Cc3ccc4c(c3)OCO4)c(=S)[nH]c2c1
  A: 4 | B: -0.8 | C: -4 | D: 0.2
Cc1cc(C)n2nc(CNC(=O)Nc3ccc(Cl)cc3)nc2n1
  A: 1 | B: -0.9 | C: 11 | D: 0.0
Cc1ccc(OCc2nc3ccccc3n2Cc2ccccc2Cl)cc1
  A: -14 | B: -1.0 | C: -9 | D: 0.3
CCC(C)c1ccc(NC(N)=S)cc1 (centres undefined)
  A: 8 | B: 0.2 | C: -6 | D: -0.1
O=C(Nc1ccc(-c2nc3ccccc3[nH]2)cc1)c1cc(S(=O)(=O)N2CCCCC2)c[nH]1
  A: -2 | B: 0.5 | C: 10 | D: 0.3
COc1ccc(Nc2cc(C)nc3nc(C)nn23)c(OC)c1
  A: 8 | B: -0.8 | C: 13 | D: 0.2
COc1ccc(CNC2=CC(=O)CC(C)(C)C2)cc1
  A: 9&-3 | B: -0.2&0.8 | C: 4&-5 | D: -0.1&-0.1
O=C(Cc1ccccc1)NNC(=O)c1ccco1
  A: -11 | B: -0.2 | C: 5 | D: 0.0

In a second layout: entries from further up.
Structure,TEAD-YAP block,GPR151 ag,MITF inh,FBW7 act
O=C(Nc1ccc(-c2nc3ccccc3[nH]2)cc1)c1cc(S(=O)(=O)N2CCCCC2)c[nH]1,-2,0.5,10,0.3
COc1ccc(Nc2cc(C)nc3nc(C)nn23)c(OC)c1,8,-0.8,13,0.2
COc1ccc(CNC2=CC(=O)CC(C)(C)C2)cc1,9&-3,-0.2&0.8,4&-5,-0.1&-0.1
O=C(Cc1ccccc1)NNC(=O)c1ccco1,-11,-0.2,5,0.0

Compound profiles, from the list above:
Listed for CCC(CO)Nc1ccc2ncc(-c3cccc(CO)c3)n2n1 (centres undefined) : TEAD-YAP block = 48*; GPR151 ag = -0.3; MITF inh = -14; FBW7 act = -0.1
Listed for COC(CNC(=O)CCN1N=C(c2ccccc2)CCC1=O)OC : TEAD-YAP block = 3; GPR151 ag = -0.6; MITF inh = -24; FBW7 act = -0.1
